BRCA1 expr up: BRCA1 expression activation. 1.1% of 380,000 active. MCF7-BRCA1-FFLuc reporter, luminescence, 48 h; response scale: scaled: vehicle 0%, 10 µM genistein 100%. Potency, µM (top dose mostly 46.1 µM), for inactives: at the highest dose activation, hits mostly activators. AID 624202; active = well fitted activation curve with a large enough effect; note: nearly all actives have a fitted effect of over 80% in size; some results filed as inactive show a strong effect at the top dose
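MCF7-BRCA1-FFLuc cells, 2000/well in phenol-red-free MEM, attached 2 h then treated 48 h at 37 C. Luciferase luminescence read 15 min after reagent; normalized to genistein maximum activation (10microM) and DMSO, concentration-response fitted.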
Numbers without * were called inactive. Potency is the fitted concentration of half-maximal effect. A portion of the library; the hit share may differ from the screen's.

Screening CSc1ccc(C2C(C(=O)Nc3ccccc3)=C(C)Nc3nc4ccccc4n32)cc1 (configuration not stated) returned BRCA1 expr up 10%.
Screening CCc1nc2c(OCc3ccccc3)cccn2c1N(C)C(=O)COc1ccccc1 returned BRCA1 expr up -10%.
`Cc1nc(C(F)(F)F)ccc1C(=O)N1CCC1(C)C(=O)NS(=O)(=O)c1ccc(C(C)(C)C)cc1` (configuration not stated) gave BRCA1 expr up -1%.
For Cc1ccc(C(=O)CSc2nc(-c3ccccc3)nc3c2CCCC3)cc1 the results were BRCA1 expr up 2%.
For NC(Cc1ccc(F)cc1)c1csc(Nc2nccc(C(F)(F)F)n2)n1 (configuration not stated) the results were BRCA1 expr up -29%.
O=[N+]([O-])c1ccc2c(c1)C=C/C2=C/c1ccccc1 was read as BRCA1 expr up -6%.
`COc1ccc(OC)c(/C=C/c2ccc3ccccc3n2)c1` gave BRCA1 expr up 0%.
For CC(=O)c1ccc(Nc2nc(C(N)COCc3ccccc3)cs2)cc1 (configuration not stated) the results were BRCA1 expr up 0%.
CC(C)CC1OC(C)Cc2[nH][nH]c(=O)c21 (configuration not stated) was read as BRCA1 expr up 25%.
`CC1(C(=O)NCc2ccccc2Br)CCN1Cc1ccccc1OC(F)F` (configuration not stated) gave BRCA1 expr up 24%.
`Cc1ccc(C(=O)c2sc(Nc3ccccc3)c(S(=O)(=O)c3ccccc3)c2N)c(C)c1` gave BRCA1 expr up -36%.
Screening CC(=O)Nc1c([N+](=O)[O-])cc2c3c(cccc13)CC2 returned BRCA1 expr up 4%.
O=c1[nH][nH]c2c1[C@H](c1ccc(Cl)cc1)O[C@H](CCc1ccccc1)C2 was read as BRCA1 expr up -6%.
For COc1ccc(S(=O)(=O)NC(=O)C2(C)CCN2C(=O)C2CC2)cc1 (configuration not stated) the results were BRCA1 expr up 13%.
NC(COCc1ccccc1)c1csc(NC(=O)Nc2cccc(Cl)c2)n1 (configuration not stated) was read as BRCA1 expr up -32%.
For Cn1nc(C(C)(C)C)cc1C(=O)N1CCCCC1c1cc(C(=O)Nc2ccccc2)no1 (configuration not stated) the results were BRCA1 expr up -14%.
COCCCN1C(=O)C(CC(=O)NC2CC2)CC(C(=O)N2CCOCC2)=C1C (configuration not stated) was read as BRCA1 expr up 0%.
Screening Cc1cccc(C)c1OCC(=O)Nc1c(C(=O)c2ccc(Br)cc2)oc2ccccc12 returned BRCA1 expr up 12%.
For COc1cc(-c2cc3nc(NCCOc4ccccc4)ccn3n2)cc(OC)c1OC the results were BRCA1 expr up -62%.
CCCNC(=O)C1(C)CCCN(Cc2ccc(C#N)cc2)C1 (configuration not stated) was read as BRCA1 expr up 0%.
O=C1NC[C@H](Cc2ccccc2)N(C[C@@H]2CCCN2C[C@H](Cc2ccccc2)N2C[C@H](Cc3ccccc3)N(CC3CCCCC3)C(=O)C2=O)C1=O was read as BRCA1 expr up -31%.
For COCCn1ccc2c(OCC(=O)Nc3cccc(C(F)(F)F)c3)cccc2c1=O the results were BRCA1 expr up 0%.
`CCC(=O)N1CCc2cc(Br)cc(S(=O)(=O)N3CCCC(C(=O)Nc4ccc(C)c(F)c4)C3)c21` (configuration not stated) gave BRCA1 expr up -24%.
For CCCc1nc2ccc(C(=O)OC)cn2c1Cc1cccc(F)c1 the results were BRCA1 expr up -19%.
For O=C(NCc1ccccc1Cl)c1csc([C@@H]2O[C@H](CO)[C@H](O)[C@H](O)[C@H]2O)n1 the results were BRCA1 expr up 24%.
`Cc1cccc(C)c1NC(=O)c1c(C)oc2c1C1=NCCN1C=N2` gave BRCA1 expr up 5%.
Screening c1ccc(CNn2nnc3ccccc32)cc1 returned BRCA1 expr up 5µM*.
`CN(C)c1ccc(/C=C/c2ccc3ncccc3c2)cc1` gave BRCA1 expr up 0%.
FC(F)C(F)(F)Oc1cccc(Nc2nccn3c(-c4cc(C(F)(F)F)cc(C(F)(F)F)c4)cnc23)c1 was read as BRCA1 expr up -15%.
Screening CCn1ccc2cc(S(=O)(=O)N3CCCN(C(=O)Nc4ccccc4C(F)(F)F)CC3)ccc21 returned BRCA1 expr up 0%.
Screening CC(C)CCNC(=O)c1ccc2c(c1)NC(=O)C(C(C)C)N2 (configuration not stated) returned BRCA1 expr up -15%.
Screening Cc1cc(Cl)ccc1NC(=O)/N=C1/NC(=O)CS1 returned BRCA1 expr up -4%.
Screening CC1(C(=O)Nc2cnc3ccccc3c2)CCN1C(=O)c1ccccc1CCc1ccccc1 (configuration not stated) returned BRCA1 expr up -33%.
`COCCNC(=O)C1(C)CCN(C(=O)c2ccc(C(F)(F)F)nc2C)C1` (configuration not stated) gave BRCA1 expr up 22%.
`CCc1ccc(S(=O)(=O)c2cn(CC(=O)Nc3ccc(C)cc3)c3ccccc3c2=O)cc1` gave BRCA1 expr up -31%.
For COc1cccc(-c2cnc3c(NC(C)=O)cc(-c4cccc(NS(C)(=O)=O)c4)cn23)c1 the results were BRCA1 expr up -69%.
Cc1cc(C)cc(Cn2c3ccc(NC(=S)NC4CCCCC4)cc3c(=O)n2C)c1 was read as BRCA1 expr up 0%.
`CC(C)c1ccc(NC(=O)Nc2nc(C(C)N)cs2)cc1` (configuration not stated) gave BRCA1 expr up -55%.
`O=C(Nc1ccc(N2CCOCC2)cc1)c1csc(COCCO)n1` gave BRCA1 expr up 78%.
Cc1ccc(S(=O)(=O)N2CCN(c3nc(-n4cncn4)nc4ccccc34)CC2)cc1 was read as BRCA1 expr up 4%.
CC(C)Nc1nc(NCCOc2ccccc2)c2sccc2n1 was read as BRCA1 expr up -47%.
For O=C(NCc1cccnc1)c1cc(C2CCCCN2C(=O)CCCc2ccccc2)on1 (configuration not stated) the results were BRCA1 expr up 1%.
Cc1ccc(CN2CC(N3CCCCC3)CS2(=O)=O)cc1 (configuration not stated) was read as BRCA1 expr up 3%.
`CC(C)(C)c1ccc(CC(=O)N2CCC2(C)C(=O)NS(=O)(=O)c2ccc3c(c2)CCO3)cc1` (configuration not stated) gave BRCA1 expr up -9%.
Screening Cc1cccc(OC(=O)c2cc(-c3ccc4c(c3)OCCO4)on2)c1C returned BRCA1 expr up 25%.
CCc1ccc(-n2nnc(-c3nsc(NC(=O)c4ccccc4Cl)n3)c2C)cc1 was read as BRCA1 expr up -7%.
For CCCS(=O)(=O)NC(=O)C1(C)CCN(C(=O)c2cc(F)cc(F)c2)C1 (configuration not stated) the results were BRCA1 expr up 6%.
`CCc1ccccc1Nc1nn2c(=O)c3ccc(C(=O)NC4CCCCC4)cc3nc2s1` gave BRCA1 expr up 18%.
Clc1ccc(/C=C/c2ccncc2)cc1Cl was read as BRCA1 expr up -62%.
For COc1cc(N2C(=O)CSC23C(=O)N(C)c2ccccc23)cc(OC)c1OC (configuration not stated) the results were BRCA1 expr up -6%.
Screening CCOC(=O)C1=CCN(S(=O)(=O)c2ccccc2F)C1c1cccc(F)c1 (configuration not stated) returned BRCA1 expr up -6%.
Cc1cc(O)c(-c2ccnc3cc(-c4ccccc4)nn23)cc1Cl was read as BRCA1 expr up -9%.
`CCOC(=O)CNC(=O)CC(c1cc(OC)c(OC)c(OC)c1)N1Cc2ccccc2C1=O` (configuration not stated) gave BRCA1 expr up -7%.
Screening CCc1ccccc1NC(=O)Nc1ccc2snnc2c1 returned BRCA1 expr up -30%.
Screening Cc1ccc(CCNC(=O)c2ccc(CNS(=O)(=O)c3ccccc3)cc2)cc1 returned BRCA1 expr up -22%.
Cc1ccc2cccc(NC(=O)c3ccc(-c4cccc(Cl)c4Cl)o3)c2n1 was read as BRCA1 expr up -5%.
For CC(C)Nc1nc(NCc2ccccc2)c2sccc2n1 the results were BRCA1 expr up -3%.
COCCNc1ncnc2onc(-c3ccc(F)cc3)c12 was read as BRCA1 expr up 6%.
Cc1ccc(C)c(N2CCN(C(=O)C3CCCN(S(=O)(=O)c4cccc5nsnc45)C3)CC2)c1 (configuration not stated) was read as BRCA1 expr up 5%.
CCCNC(=O)c1cc(C2CCCN(C(=O)c3ccc(OC)cc3)C2)on1 (configuration not stated) was read as BRCA1 expr up -1%.

Fetched one by one from the list above, two records:
Clc1ccc(/C=C/c2ccncc2)cc1Cl was read as BRCA1 expr up -62%.
COCCNc1ncnc2onc(-c3ccc(F)cc3)c12 was read as BRCA1 expr up 6%.

Other results follow.
`CC(C)C(N)c1csc(Nc2ccc(C(=O)c3ccccc3)cc2)n1` (configuration not stated) gave BRCA1 expr up -2%.
CC(C)CNc1ncnc2c1ncn2[C@H]1CN(Cc2ccncc2)C[C@@H](CO)O1 was read as BRCA1 expr up 7%.
For CCOc1ccccc1NC(=O)C1=C(C)Nc2ncnn2C1c1ccc(NC(C)=O)cc1 (configuration not stated) the results were BRCA1 expr up -11%.
Screening CCCCOc1ccc(S(=O)(=O)NC(=O)C2(C)CCN2C(=O)c2cccc(F)c2)cc1 (configuration not stated) returned BRCA1 expr up 0%.
CCc1ccc(OCCn2c(CCNC(=O)C3CCCCC3)nc3ccccc32)cc1 was read as BRCA1 expr up -41%.
COc1ccc(CNC(=O)Cn2c(=O)cc(C)c3c(C)nn(-c4cccc(Cl)c4C)c32)cc1 was read as BRCA1 expr up 0%.
`CC(C)c1ccc(NC(=O)C2CCN(S(=O)(=O)c3cccc4nsnc34)CC2)cc1` gave BRCA1 expr up -8%.
`CN(Cc1ccccc1)C(=O)[C@@H]1CCCN1C(=O)[C@@H]1CCCN1C(=O)c1c(F)cccc1F` gave BRCA1 expr up 9%.
`COc1ccc(Cl)cc1NC(=O)Cn1c(=O)n(Cc2cccs2)c(=O)c2cccnc21` gave BRCA1 expr up 0%.
Cc1nn2c(=O)cc(COc3ccc(/C=C(\C#N)C(=O)Nc4ccccc4C)cc3)nc2s1 was read as BRCA1 expr up -4%.
`CC1CCCCN1C(=O)c1ccc2c(c1)N(Cc1ccc(Cl)cc1)C(=O)c1ccccc1S2=O` (configuration not stated) gave BRCA1 expr up -13%.
`CCOC(=O)c1cc2c(c(-c3cccc(-c4cc5ccccc5o4)c3)n1)[C@@H](CCO)N(S(=O)C(C)(C)C)C2` (some centres not stated) gave BRCA1 expr up 7%.
`CCCCN1CC(N2CCN(CCN(C)C)CC2)CS1(=O)=O` (configuration not stated) gave BRCA1 expr up 14%.
CCCN(C(=O)Nc1cn(CC(C)C)c(=O)c2ccccc12)c1ccc(F)cc1 was read as BRCA1 expr up 0%.
`O=C(Nc1ccc(Cl)c(C(F)(F)F)c1)C1Cc2c(-c3ccccc3)ccnc2O1` (configuration not stated) gave BRCA1 expr up -35%.
CCC(=O)N1CCc2cc(Br)cc(S(=O)(=O)NCCc3ccc(OC)c(OC)c3)c21 was read as BRCA1 expr up 4%.
For CCCCOCCCNC(=O)C[C@@H]1C[C@@]2(C(=O)OCC)CCC=C2N(Cc2ccco2)C1=O the results were BRCA1 expr up -4%.
`CCNC(=O)c1cc2c(c(-c3cccc(-c4cccc(C(=O)N(C)C)c4)c3)n1)[C@@H](CCO)N(S(=O)C(C)(C)C)C2` (some centres not stated) gave BRCA1 expr up -5%.
`CCCCCCCCCC[Si](C)(C)CCC(=O)N[C@@H](Cc1ccc(C)cc1)c1ccccc1` gave BRCA1 expr up 0%.
Screening CCCNC(=O)C1(C)CCN(C(=O)COc2ccc(Cl)cc2Cl)C1 (configuration not stated) returned BRCA1 expr up 0%.
For Cc1cccc(N2CCN(c3nc4ccccc4c4nc(-c5ccccc5)nn34)CC2)c1C the results were BRCA1 expr up -8%.
O=C(Cn1c(=O)n(Cc2ccc(C(=O)NCc3ccccc3Cl)cc2)c(=O)c2ccccc21)Nc1ccc(F)cc1 was read as BRCA1 expr up 7%.
For COc1cccc(NC(=O)Cn2c(=O)n(CCC(=O)NCc3ccccc3OC)c(=O)c3ccccc32)c1 the results were BRCA1 expr up -12%.
`C#CCn1c2ccccc2c(=O)n1C(C)C` gave BRCA1 expr up 2%.
COc1ccccc1-c1noc(-c2ccc(N3CCN(c4ccccc4)CC3)c([N+](=O)[O-])c2)n1 was read as BRCA1 expr up -3%.
Screening Cc1nn(S(=O)(=O)c2ccc(Br)cc2)c(C)c1S(=O)(=O)N1CCCCCC1 returned BRCA1 expr up 6%.
`CCc1nnc(NC(=O)CSc2nc3c([nH]c4ccccc43)c(=O)n2-c2ccc(F)cc2)s1` gave BRCA1 expr up -20%.

Structures from the list above with an aryl methoxy group:
`COc1ccc(OC)c(/C=C/c2ccc3ccccc3n2)c1` gave BRCA1 expr up 0%.
For COc1ccc(S(=O)(=O)NC(=O)C2(C)CCN2C(=O)C2CC2)cc1 (configuration not stated) the results were BRCA1 expr up 13%.
For COc1cc(-c2cc3nc(NCCOc4ccccc4)ccn3n2)cc(OC)c1OC the results were BRCA1 expr up -62%.
For COc1cccc(-c2cnc3c(NC(C)=O)cc(-c4cccc(NS(C)(=O)=O)c4)cn23)c1 the results were BRCA1 expr up -69%.
For COc1cc(N2C(=O)CSC23C(=O)N(C)c2ccccc23)cc(OC)c1OC (configuration not stated) the results were BRCA1 expr up -6%.
`CCOC(=O)CNC(=O)CC(c1cc(OC)c(OC)c(OC)c1)N1Cc2ccccc2C1=O` (configuration not stated) gave BRCA1 expr up -7%.
CCCNC(=O)c1cc(C2CCCN(C(=O)c3ccc(OC)cc3)C2)on1 (configuration not stated) was read as BRCA1 expr up -1%.
COc1ccc(CNC(=O)Cn2c(=O)cc(C)c3c(C)nn(-c4cccc(Cl)c4C)c32)cc1 was read as BRCA1 expr up 0%.
`COc1ccc(Cl)cc1NC(=O)Cn1c(=O)n(Cc2cccs2)c(=O)c2cccnc21` gave BRCA1 expr up 0%.
CCC(=O)N1CCc2cc(Br)cc(S(=O)(=O)NCCc3ccc(OC)c(OC)c3)c21 was read as BRCA1 expr up 4%.
For COc1cccc(NC(=O)Cn2c(=O)n(CCC(=O)NCc3ccccc3OC)c(=O)c3ccccc32)c1 the results were BRCA1 expr up -12%.
COc1ccccc1-c1noc(-c2ccc(N3CCN(c4ccccc4)CC3)c([N+](=O)[O-])c2)n1 was read as BRCA1 expr up -3%.
